High-throughput results from PubChem.
hIAP block = human IAP inhibition. inhibition, % at 10 µM. hit rate 0.12% among 330,000. purified IAP, CDP-Star luminescence, 30 min. P09923;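 active = inhibition reaching a set limit with compound at 10 µM in the primary screen, cut at about 35% in these data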;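 note: plate controls were DMSO wells with enzyme for no effect and no-enzyme buffer wells for full effect; values of inactives mirror those of a sister screen read the other way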
hIAP act = human IAP activation | P09923 | purified human IAP, CDP-Star luminescence, 30 min; stronger effect = higher value; 1 = vehicle-only enzyme, 0 = enzyme-free background | activation factor at 10 µM | hit rate 0.16% among 330,000 | AID 2524;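 active = activation factor of the enzyme at least 2-fold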; note: the source names both 10 and 20 µM as test concentration; values of inactives mirror those of a sister screen read the other way
mIAP inh = blocks mouse intestinal alkaline phosphatase; hit rate 0.2% among 330,000; purified mouse IAP, CDP-Star luminescence, 30 min; inhibition, % at 10 µM;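 active = inhibition of at least 40% at 10 µM in the primary screen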;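 note: plate controls were DMSO with enzyme for no effect and no enzyme wells for full effect; values of inactives mirror those of a sister screen read the other way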
APOBEC3G inh = inhibitors of human APOBEC3G DNA deaminase. hit rate 0.28% among 330,000. AID 493012. recombinant A3G, ssDNA deamination FAM/TAMRA fluorescence. inhibition, % at 20 µM;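 active = inhibition of at least 40% at 20 µM, with no more than 30% in the related APOBEC3A deaminase screen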;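 note: plate controls were DMSO wells with A3G for no effect and wells lacking A3G enzyme for full effect; some compounds called inactive have numbers as strong as hits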
Target sequence (Q9HC16 whole entry, looked up): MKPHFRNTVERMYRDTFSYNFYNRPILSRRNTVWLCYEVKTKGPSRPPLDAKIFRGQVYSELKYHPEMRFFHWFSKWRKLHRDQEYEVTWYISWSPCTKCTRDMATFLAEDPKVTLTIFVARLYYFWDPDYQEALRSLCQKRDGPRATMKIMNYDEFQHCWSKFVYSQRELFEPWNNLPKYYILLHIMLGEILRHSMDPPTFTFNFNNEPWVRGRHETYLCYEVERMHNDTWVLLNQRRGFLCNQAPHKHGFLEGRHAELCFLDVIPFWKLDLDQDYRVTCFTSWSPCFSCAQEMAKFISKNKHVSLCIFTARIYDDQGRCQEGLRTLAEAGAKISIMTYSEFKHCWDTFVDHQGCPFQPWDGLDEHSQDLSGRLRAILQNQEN
SENP1 FRET inh = blocks the human SENP1 SUMO protease catalytic domain; Q9P0U3; recombinant SENP1 catalytic domain, CyPet-SUMO1-YPet FRET cleavage; inhibition, % at 10 µM; hit rate 0.21% among 360,000;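 active = inhibition at least 30% at 10 µM, raw YFP signal under a set limit, fluorescence ratio 0.5 to 1.5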;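 note: 0% = enzyme with DMSO and 100% = no enzyme wells; some results filed as inactive read as strong as hits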
Target sequence (Q9P0U3 419-644 limits assumed): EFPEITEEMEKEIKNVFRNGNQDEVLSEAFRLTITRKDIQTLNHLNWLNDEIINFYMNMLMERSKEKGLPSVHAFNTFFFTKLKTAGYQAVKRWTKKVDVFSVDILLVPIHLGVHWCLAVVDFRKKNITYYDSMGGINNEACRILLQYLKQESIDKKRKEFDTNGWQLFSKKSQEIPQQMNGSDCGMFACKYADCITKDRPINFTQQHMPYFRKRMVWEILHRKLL
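Controls: no-enzyme wells low, DMSO-plus-enzyme wells high control. Test system: human recombinant His6-tagged SENP1 catalytic domain enzyme. Reagent: SFCypet-SUMO1-SFYpet FRET protein substrate, 25 nM final. Doses: one dose per compound, 10 µM, 0.5% DMSO. Detection: FRET, CFP and YFP emission. Timing: 50 min reaction at room temperature.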
NALP3 yeast inh = inhibitors of NALP3 inflammasome in yeast; hit rate 0.39% among 330,000; Yeast reconstituted NLRP3/ASC/caspase-1, beta-gal luminescence, 24 h; AID 2825; inhibition, % at 10 µM;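 active = inhibition of 50% or more; inactive = inhibition below 50%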;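 note: plate controls were induced DMSO wells for no effect and uninduced yeast grown without galactose for full effect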
A3A deaminase = inhibitors of human APOBEC3A DNA deaminase. P31941. recombinant A3A, FAM/TAMRA ssDNA deamination fluorescence. inhibition, % at 20 µM. hit rate 0.41% among 330,000. AID 493011;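 active = at least 40% inhibition at 20 µM here, with at most 30% in a related deaminase screen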;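 note: plate controls were A3A with DMSO for no effect and wells lacking A3A enzyme for full effect; some results filed as inactive read as strong as hits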
Target sequence (P31941 whole entry, looked up): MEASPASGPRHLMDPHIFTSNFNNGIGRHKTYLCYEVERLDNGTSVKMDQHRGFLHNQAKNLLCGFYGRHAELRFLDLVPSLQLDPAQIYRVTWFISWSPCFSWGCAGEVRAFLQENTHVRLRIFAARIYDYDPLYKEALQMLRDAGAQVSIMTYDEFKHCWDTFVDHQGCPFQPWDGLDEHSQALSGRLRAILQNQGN
beta cell repl = inducers of beta-cell replication in MIN6 cells; MIN6 cells proliferation, ATPlite luminescence, 48 h; cells starved in 0.2% serum; 100% = growth in 10% serum; proliferation, % at 10 µM; hit rate 0.29% among 330,000; AID 2380;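 active = compounds whose signal lies at least 3.5 SD above the mean of all wells on their plate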;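 note: 0% = DMSO-treated cells in low-serum medium and 100% = 10% serum control; some compounds called inactive have numbers as strong as hits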
mIAP act = increases mouse intestinal alkaline phosphatase activity. muIAP, CDP-Star luminescence, 30 min; stronger effect = higher value; 1 = vehicle-only enzyme signal, 0 = enzyme-free wells. activation factor at 10 µM. hit rate 0.24% among 330,000. AID 2805;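 active = activation factor of at least 2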; note: the source names both 10 and 20 µM as test concentration; values of inactives mirror those of a sister screen read the other way
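System: Mouse IAP enzyme | Also added: CDP-Star substrate | Dosing: Compounds dispensed in DMSO | Schedule: 30 min enzyme-substrate-compound incubation at room temperature | Technique: Chemiluminescence readout | Control set: DMSO-only wells and no-enzyme negative control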
The depositor's hits bear a star; . = no result given. Not all compounds are listed, so the mix of outcomes need not match the whole.

SMILES	hIAP block	hIAP act	mIAP inh	APOBEC3G inh	SENP1 FRET inh	NALP3 yeast inh	A3A deaminase	beta cell repl	mIAP act
Cc1ccc(-n2c(C)cc(/C=N/NC(=O)c3ccncc3)c2C)c(C)c1	7	0.93	9	-2	0	-19	0	3	0.91
O=C(CSc1ncnc2sccc12)Nc1ccccc1	13	0.87	0	-12	-1	30	-2	1	1
CCOC(=O)c1c(NC(=O)C2C3CCC(O3)C2C(=O)O)sc(C)c1-c1ccc(C)cc1 (configuration not stated)	9	0.91	3	-1	1	0	1	-1	0.97
COc1ccc(N2CCN(c3c(S(=O)(=O)c4ccccc4)cnc4ccc(OC)cc34)CC2)cc1	21	0.79	15	-8	-1	17	0	0	0.85
O=C(/C=C/c1cccc(Cl)c1)NNC(=O)c1ccncc1	-9	1.1	2	-6	2	13	-2	-2	0.98
COc1ccc(NC(=S)NC(=O)C2CCC2)cc1	-16	1.2	-5	-6	0	19	-7	0	1.1
CC1(C)CC=C(NNC(=O)c2cccnc2)C(=O)C1	0	1	-9	-14	1	-2	0	-2	1.1
CC(NC(=O)C1CCC(C(=O)NC(C)c2ccccc2)CC1)c1ccccc1 (configuration not stated)	7	0.93	-3	-10	3	5	-8	-2	1
CN1CCN(NC(=O)c2cn(-c3ccccc3)nc2-c2ccc(OC(F)F)cc2)CC1	2	0.98	5	-8	2	22	-3	-2	0.95
COc1ccc(-c2cc([C@H]3[C@H]4C=CC[C@@H](C)[C@@H]4C(=O)N3Cc3ccccc3)ccc2F)cc1OC	5	0.95	-1	-6	-1	15	-2	-8	1
O=C(COc1ccccc1)N(CCc1ccccc1)c1nc(-c2ccc(F)cc2)cs1	-10	1.1	-7	-5	2	-13	-2	-5	1.1
COC(=O)c1c(NC(=O)CC2SC(N)=NC2=O)sc2c1CCC(C(C)(C)C)C2 (configuration not stated)	-10	1.1	-1	-1	1	23	4	0	1
CC1CC(C)CN(C(=O)CN2C(=O)NC3(CCCCCC3)C2=O)C1 (configuration not stated)	-27	1.3	1	-6	0	6	-4	-3	0.99
C=CCn1c(SC/C=C/c2ccccc2)nnc1-c1sc(N)nc1C	-17	1.2	-2	3	-2	9	3	-3	1
CCN(CC)C(=O)c1sc2nc(-c3ccncc3)[nH]c(=O)c2c1C	-9	1.1	2	-6	-77	-20	-3	-2	0.98
CSCCC(NS(=O)(=O)c1ccc(C)cc1)C(=O)N1CCN(C(C)=O)CC1 (configuration not stated)	-4	1	3	-8	2	17	-3	0	0.97
Cc1ccc(OCc2cc(C(=O)N3CCCCCCC3)no2)cc1C	7	0.93	2	-10	1	27	-1	-5	0.98
CCC(C(=O)NCCCc1ccccc1)n1nc(C)c2c(C)n(-c3ccccc3)nc2c1=O (configuration not stated)	-20	1.2	4	-7	0	8	-3	6	0.96
CC(=O)Oc1cccc(C(=O)Nc2cccc(C(=O)Nc3ccccc3C(=O)O)c2)c1	20	0.8	6	-9	-1	20	-5	-1	0.94
Cc1ccc(S(=O)(=O)/N=C(\N)Nc2nc(C)c3cc(C)ccc3n2)cc1	25	0.75	6	-8	-1	36	2	-1	0.94

Compound profiles, as listed above.
O=C(CSc1ncnc2sccc12)Nc1ccccc1 is entered as hIAP block: 13; hIAP act: 0.87; mIAP inh: 0; APOBEC3G inh: -12; SENP1 FRET inh: -1; NALP3 yeast inh: 30; A3A deaminase: -2; beta cell repl: 1; mIAP act: 1
CC1(C)CC=C(NNC(=O)c2cccnc2)C(=O)C1 is entered as hIAP block: 0; hIAP act: 1; mIAP inh: -9; APOBEC3G inh: -14; SENP1 FRET inh: 1; NALP3 yeast inh: -2; A3A deaminase: 0; beta cell repl: -2; mIAP act: 1.1

(further entries)
SMILES	hIAP block	hIAP act	mIAP inh	APOBEC3G inh	SENP1 FRET inh	NALP3 yeast inh	A3A deaminase	beta cell repl	mIAP act
CCOc1cc(/C=C2/N=C(c3ccc(C(C)(C)C)cc3)OC2=O)cc(Cl)c1OS(C)(=O)=O	-6	1.1	6	-9	1	-4	-2	-6	0.94
COc1ccc(C(=O)CSc2nc(C)cc(C)n2)cc1[N+](=O)[O-]	8	0.92	-3	-3	1	13	1	1	1
O=C(O)c1ccc2c(c1)C(=O)N(NC(=O)c1ccccc1)C2=O	16	0.84	9	1	0	3	1	-2	0.91
Cc1cc(N2CCCCC2)nc2ccc(NC(=O)CCC(=O)NCCC(C)C)cc12	15	0.85	-11	-2	-20	1	3	-2	1.1
CC1=C(C(=O)Nc2ccccc2C(F)(F)F)C(c2ccc(C)s2)NC(=S)N1 (configuration not stated)	22	0.79	5	-8	0	0	-3	0	0.95
O=C(Nc1ccc(S(=O)(=O)Nc2ncccn2)cc1)c1cncc(Br)c1	11	0.89	-3	-3	1	9	-1	0	1
COc1ccc2oc(=O)c(-c3cn4ccc(C)cc4n3)cc2c1	9	0.91	4	-2	-53	15	4	-4	0.95
c1coc(C2Nc3ccccc3-c3nc4ccccc4n32)c1 (configuration not stated)	-1	1	-1	-4	-2	3	3	-3	1
CN(CC(=O)NCCCN1CCOCC1)S(=O)(=O)c1ccc(F)cc1	12	0.88	8	-6	1	10	-2	-2	0.92
O=[N+]([O-])c1cc(S(=O)(=O)c2ccc(N3CCCCC3)c([N+](=O)[O-])c2)ccc1N1CCCCC1	7	0.93	9	-7	2	22	0	0	0.91
CCCC(=O)N1CCN(c2ccc(NC(=O)C(C)(C)C)cc2)CC1	-25	1.2	5	-7	2	13	-3	-4	0.95
Cc1cnc(NC(=O)CC2OC(=O)c3ccccc32)s1 (configuration not stated)	0	1	0	-12	-1	11	1	-1	1
CCOc1ccc(OCC)c(NC(=O)CC2Oc3ccc(C)cc3NC2=O)c1 (configuration not stated)	2	0.98	9	3	2	28	-1	0	0.91
CCN(CC(=O)Nc1ccc(OC)cc1)C(=O)CSCc1ccc(C)cc1	10	0.91	-8	-7	-1	11	-2	4	1.1
OC(CNC1CCCC1)COc1c(F)cc(Br)cc1F (configuration not stated)	-11	1.1	-4	-5	-1	14	0	-2	1
O=C(Cc1c[nH]c2ccccc12)N1CCN(S(=O)(=O)c2cccc(Cl)c2Cl)CC1	-15	1.2	-1	-8	-3	5	-1	-6	1
Cc1cc(C)n(-c2ccc(-n3ccnc3)nn2)n1	-5	1.1	6	-3	0	15	0	0	0.94
Cc1cccc(NC(=O)Nc2c(C)[nH]c(=O)[nH]c2=O)c1C	1	0.99	2	-7	3	8	-1	-3	0.98
Clc1ccc(Nc2nc3cccnc3s2)cc1	17	0.83	-16	-14	2	-24	3	-2	1.2
CN(C)CCO/N=C(\c1ccc(Br)cc1)c1cccnc1	-14	1.1	-1	-7	1	7	-5	-1	1
CCc1ccc(OCC(=O)OC2CCS(=O)(=O)C2)cc1 (configuration not stated)	1	0.99	2	-4	2	14	1	-2	0.98
O=C(CCSc1nc(-c2ccc3c(c2)OCO3)cc(C(F)(F)F)n1)NCc1ccccc1	6	0.94	12	4	3	6	6	-1	0.88
FC(F)(F)COc1nc(N2CCCCC2)nc(N2CCNCC2)n1	6	0.94	-6	6	1	24	1	-3	1.1
CCn1c(SCC(=O)N2CCCc3ccccc32)nc2c(c1=O)SC(C)C2 (configuration not stated)	0	1	-9	-2	3	16	1	2	1.1
COc1ccccc1NC(=O)C(=O)N1CCCC1	14	0.86	11	-16	-1	9	-5	1	0.89
C/C(=N/NS(=O)(=O)c1ccc(Br)cc1)c1ccc(NC(=O)c2ccc(C)o2)cc1	-7	1.1	-3	-5	2	16	-3	-2	1
CCCCCCCC(=O)OCC(O)CO (configuration not stated)	4	0.96	-14	-6	1	-5	-1	6	1.1
CC(=O)Nc1nc2n(n1)C(c1ccc(F)cc1)C=C(c1ccccc1)N2 (configuration not stated)	-11	1.1	-2	0	-24	0	0	0	1
Cc1cccc(NC(=S)NN2CCN(C)CC2)c1C	-5	1.1	-1	-5	2	21	0	-2	1
Cc1ccc(NC(=O)c2nc[nH]c2C(=O)NCC(=O)OC(C)(C)C)cc1	-41	1.4	13	-5	2	8	-2	1	0.87
c1ccc2c(c1)oc1c(NCc3ccc4c(c3)OCO4)ncnc12	13	0.87	2	-3	1	34	1	-7	0.98
O=C(CSc1nc(-c2ccc(F)cc2)nc2ccc(F)cc12)Nc1cccc(C(=O)O)c1	5	0.95	-1	-2	-1	-7	-3	-5	1
Cn1nnnc1SCC(=O)NCc1cccc(C(=O)O)c1	-8	1.1	-2	-9	-1	13	-1	-3	1
Cc1ccc(C)c(OCc2cc(C(=O)N(C)Cc3nccn3C)no2)c1	-6	1.1	10	-5	-1	16	-3	-2	0.9
CC(=O)Nc1cc(-c2ccc(F)cc2)[nH]n1	-4	1	5	-6	1	2	1	-2	0.95
Cc1cc(C)c2sc(N(CCCN(C)C)C(=O)CN3C(=O)c4ccccc4C3=O)nc2c1	12	0.89	-3	-3	3	3	2	-3	1
CCOC(=O)C1(Cc2cccc(F)c2)CCN(Cc2ccc(COC)o2)CC1	10	0.9	-1	-8	-2	4	-1	-1	1
CNC(C)C#Cc1ccc2c(=O)c3c(OC)cccc3oc2c1 (configuration not stated)	-10	1.1	1	-15	.	-10	-1	-2	0.99
COc1ccccc1NC(=O)C1CCCCC1	-15	1.1	-3	0	1	-1	2	-2	1
C=CCC1(NC(C)c2ccccc2)CCCCC1 (configuration not stated)	1	0.99	0	-4	1	2	0	0	1
COc1ccccc1NC(=O)c1ccc(-n2cccn2)nc1	8	0.92	11	-10	0	36	-3	2	0.89
COc1ccc(N2C(=O)CSC2c2ccc([N+](=O)[O-])cc2)cc1 (configuration not stated)	-12	1.1	-4	-3	1	16	-2	-4	1
CC(C)c1ccc(NC2CCCN(C(=O)c3cc(C(C)C)[nH]n3)C2)cc1 (configuration not stated)	-37	1.4	-2	-1	-1	9	0	-3	1
O=C(NCc1cccs1)c1ccc(S(=O)(=O)N2CCCCC2)cc1	-12	1.1	4	-4	0	12	0	6	0.96
Cc1ccc(CN(C)C(=O)CSc2nnc3n2CCCCC3)c(C)c1	6	0.94	6	-10	2	10	0	1	0.94
COc1cccc(/C=C2\N=C3CCCCCN3C2=O)c1	1	0.99	4	-4	2	-7	-3	-2	0.96
Cc1ccccc1C(=O)Nc1cccc(NC(=O)c2ccc(-c3ccc(Br)cc3)o2)c1	1	0.99	3	-6	1	14	0	-6	0.97
O=C1c2ccccc2C(=O)N1CC(=O)N1c2ccccc2Sc2ccc(C(F)(F)F)cc21	19	0.81	10	-2	0	7	-2	0	0.9
CCCCN(CC(=O)NC1CCCC1)C(=O)C(=O)Nc1ccc2c(c1)OCCO2	14	0.86	7	-5	0	8	1	2	0.93
CCOC(=O)[C@H]1[C@H]2COc3ccccc3[C@@H]2N2C(=O)c3cc(Br)ccc3NC(=O)[C@@]12C	-17	1.2	-7	-13	1	-3	-5	-5	1.1
CCCCCCc1nnc(N)s1	-4	1	15	-1	0	-5	4	-2	0.85
C=C(C)[C@@H]1CC=C(CN2CCC(CCOC)(C(=O)OCC)CC2)CC1	-5	1.1	8	-7	-1	26	0	1	0.92
